# UHRF1 binding – UHRF1 methylated DNA binding inhibitors, primary screen, counter-screen for MBD2 inhibitor project, biochemical, TR-FRET, human UHRF1, single concentration; UHRF1 binding to methylated oligo; inhibition, % at 4.4 µM; hit rate 0.75% among 370,000; E3 ubiquitin-protein ligase UHRF1 (Homo sapiens), Q96T88; AID 687016, 2013; in the data active = inhibition above about 21%;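 note: UHRF1 SRA domain binding a hemimethylated CpG hairpin DNA probe; 0% = median of test compound wells and 100% = reference inhibitor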
# DDE Tn6 FP inh – inhibitors of Tn6 peptide binding to fibrin DD(E), primary screen, biochemical, fluorescence polarization, human fibrin, Tn6 probe. inhibition, % at 8.3 µM. hit rate 0.21% among 370,000. Fibrin DD(E) TRITC-Tn6 fluorescence polarization displacement. AID 720509, 2013. Fibrinogen beta chain (Homo sapiens), P02675;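 active = inhibition above a per-campaign cutoff: mean of compounds within control limits plus 3 SD, cut at about 15% in these data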;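 note: 0% = median of all compound wells on the plate and 100% = blocking peptide control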
# Tn7 DDE FP – inhibitors of Tn7 peptide binding to fibrin DD(E), primary screen, biochemical, fluorescence polarization, human fibrin, Tn7 probe; FP displacement of FITC-Tn7 peptide from fibrin DD(E); 0% = median of compound wells per plate; inhibition, % at 8.3 µM; hit rate 0.13% among 370,000;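 active = inhibition above the mean of compounds falling within the control limits plus 3 SD of them, cut at about 14% in these data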;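 note: 0% = plate median of compound wells and 100% = 10 µM Aha-Tn7 peptide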
#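 Test system – human fibrin DD(E) · Times – 10 min preincubation, 3 h with tracer, room temperature · Detection – fluorescence polarization of the labelled Tn7 tracer · Measure – percent inhibition normalized to high-control wells · Benchmarks – high control wells with 10 µM unlabelled Aha-Tn7 peptide (full inhibition) · Repeats – singlicate testing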
# proKLK7 act – proKLK7 zymogen activators, primary screen, biochemical, fluorescence intensity; Kallikrein-7 (Homo sapiens), P49862; purified proKLK7, EDANS-DABCYL substrate fluorescence; 100% is mature enzyme control, 0% vehicle; activation, % at 7 µM; hit rate 0.9% among 370,000;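 active = activation above the mean of all tested compounds plus 3 SD, computed per campaign excluding outliers beyond control limits, cut at about 13% in these data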
# Target sequence (P49862 whole entry, looked up): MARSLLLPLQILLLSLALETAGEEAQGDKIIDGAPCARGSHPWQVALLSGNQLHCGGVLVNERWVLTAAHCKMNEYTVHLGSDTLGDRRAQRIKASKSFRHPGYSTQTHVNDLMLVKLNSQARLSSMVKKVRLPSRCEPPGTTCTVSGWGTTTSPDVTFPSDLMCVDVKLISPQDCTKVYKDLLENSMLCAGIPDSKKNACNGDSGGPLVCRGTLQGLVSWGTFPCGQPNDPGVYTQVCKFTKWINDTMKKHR
# TDP2 inh – human TDP2 enzyme inhibitors, primary screen, biochemical, epi absorbance, recombinant enzyme | hit rate 0.34% among 370,000 | Tyrosyl-DNA phosphodiesterase 2 (Homo sapiens), O95551 | AID 720702, 2013 | T5PNP hydrolysis, p-nitrophenol absorbance 415 nm | inhibition, % at 12.8 µM;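 active = inhibition above the mean of all tested compounds plus 3 SD, set per campaign, cut at about 25% in these data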;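 note: 0% = DMSO with enzyme and 100% = buffer with substrate but no TDP2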
# Target sequence (O95551 whole entry, looked up): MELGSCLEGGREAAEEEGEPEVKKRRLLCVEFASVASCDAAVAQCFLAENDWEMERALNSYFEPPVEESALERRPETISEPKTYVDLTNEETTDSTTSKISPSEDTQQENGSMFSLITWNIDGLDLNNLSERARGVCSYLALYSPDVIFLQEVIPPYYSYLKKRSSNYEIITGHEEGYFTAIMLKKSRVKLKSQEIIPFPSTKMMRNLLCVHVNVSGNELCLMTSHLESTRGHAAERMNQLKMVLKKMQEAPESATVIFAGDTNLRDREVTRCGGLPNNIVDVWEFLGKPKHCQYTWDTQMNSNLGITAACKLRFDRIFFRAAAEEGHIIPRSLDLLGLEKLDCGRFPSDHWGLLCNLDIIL
#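 Evaluation: % inhibition relative to enzyme-containing and enzyme-free wells. Material: recombinant human TDP2. Benchmarks: enzyme-free and DMSO wells. Timing: enzyme reaction with compound for 2 h at 37 °C. Compound dosing: 12.8 µM only. Measured by: p-Nitrophenol epi absorbance. Reagent: T5PNP substrate at 5 mM, a TopII-DNA adduct mimic. Replication: single well per compound.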
# LEDGF integ inh – blockers of LEDGF/p75-dependent integrase strand transfer – biochemical, TR-FRET, high throughput, primary screen. inhibition, % at 3.7 µM. TR-FRET IN-LEDGF/p75 DNA integration, Eu/Cy5. AID 743269, 2014. HIV-1 integrase (with human LEDGF/p75). hit rate 0.64% among 370,000;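 active = inhibition above the screen-wide mean plus 3 SD, cut at about 13% in these data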;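 note: signal is the Cy5 over europium emission ratio at 671 and 618 nm; 0% = plate median of compound wells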
# SIAE inh – human SIAE inhibitors, primary screen, biochemical, fluorescence polarization, FP-Rh probe, 1536-well HTS | Sialate O-acetylesterase (Homo sapiens), Q9HAT2 | SIAE FP-Rh probe binding | inhibition, % at 9.66 µM | hit rate 0.69% among 370,000 | AID 1053197, 2014;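 active = inhibition above a cutoff: mean of compounds within the control limits plus 3 SD of those, cut at about 17% in these data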;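 note: 0% = plate median of compound wells and 100% = probe without SIAE protein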
# TCR CD3 inh – inhibitors of human TCR-CD3 interaction, primary screen, biochemical, fluorescence, TAMRA-labeled TCR probe | T-cell receptor (TCR) | AID 651800, 2012 | hit rate 0.37% among 360,000 | inhibition, % at 9.4 µM; in the data active = inhibition above about 19%;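 note: recombinant mutant TCR 2C K166C tagged with TAMRA read by polarization; 0% = receptor in buffer alone and 100% = receptor with positive control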
# MBD2 inh – inhibitors of MBD2 binding to methylated DNA, primary screen, biochemical, TR-FRET, DNA-binding domain, human. Methyl-CpG-binding domain protein 2 (Homo sapiens), Q9UBB5. MBD2 binding to methylated oligonucleotide. inhibition, % at 4.4 µM. hit rate 0.31% among 370,000; in the data active = inhibition above about 13%
# PRMT1 FP inh – PRMT1 methyltransferase inhibitors, primary screen, biochemical, fluorescence polarization; recombinant PRMT1, activity-based probe fluorescence polarization; inhibition, % at 2.79 µM; hit rate 1.3% among 370,000; AID 652257, 2013;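 active = inhibition above about 21% made by adding two undisclosed values, limit read from the data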
# Target sequence (Q99873 whole entry, looked up): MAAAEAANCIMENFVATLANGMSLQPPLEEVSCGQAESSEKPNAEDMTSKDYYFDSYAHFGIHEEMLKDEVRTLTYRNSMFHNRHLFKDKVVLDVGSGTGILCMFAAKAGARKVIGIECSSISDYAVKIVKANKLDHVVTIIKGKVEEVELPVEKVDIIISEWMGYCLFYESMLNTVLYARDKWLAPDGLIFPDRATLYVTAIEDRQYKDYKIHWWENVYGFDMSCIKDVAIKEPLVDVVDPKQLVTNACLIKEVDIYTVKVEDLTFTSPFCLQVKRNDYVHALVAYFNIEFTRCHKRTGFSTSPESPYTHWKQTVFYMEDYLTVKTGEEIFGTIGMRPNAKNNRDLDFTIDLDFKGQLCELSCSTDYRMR
# An asterisk follows results filed as active; nt = no result given.
SMILES,DDE Tn6 FP inh,SIAE inh,Tn7 DDE FP,proKLK7 act,MBD2 inh,TCR CD3 inh,TDP2 inh,LEDGF integ inh,UHRF1 binding,PRMT1 FP inh
CCOC(=O)c1cnn(-c2ccccc2)c1NC(=O)CN1CCOCC1,1.8,4.8,-9.2,-0.3,-0.3,3.3,16.3,-0.8,-0.5,-2.3
COc1ccccc1CNC(=O)C[C@H]1CC[C@H]2[C@H](COc3ccc(NS(=O)(=O)c4ccc(C)cc4)cc3C(=O)N2C)O1,7.0,7.5,0.3,0.3,17.9*,nt,7.1,-0.7,1.0,-2.1
O=C(Nc1ccccc1)N1C(=O)C2(OCCO2)c2ccccc21,4.5,-2.0,0.8,0.4,-2.2,3.5,4.0,0.1,-4.3,0.6
C[C@@H]1CNC(=O)c2c(C(=O)N[C@H](C)c3ccccc3)ncn21,-0.4,6.5,-0.1,-0.1,6.2,-0.7,-2.4,-4.7,19.4,0.8
CC(CCc1ccc(O)cc1)NCc1ccc(Cl)cc1Cl (configuration not stated),-0.9,-0.7,0.0,-0.2,1.4,-2.9,-3.5,-0.6,-2.6,-1.3
C=CCn1c(SCC(=O)Nc2cc(C)on2)nnc1C1COc2ccccc2O1 (configuration not stated),-0.8,-1.7,6.4,0.0,1.2,3.8,3.1,-1.9,-2.2,-3.2
CSc1ccc(CNCC2CCCO2)cc1 (configuration not stated),9.5,-1.9,1.7,-0.6,0.6,2.6,6.5,0.1,-0.8,-1.9
COc1cccc(CNC(=O)c2cc(=O)[nH]c3ccc(S(=O)(=O)N4CCOCC4)cc23)c1,4.5,-4.4,-4.4,0.4,-1.0,-6.2,9.6,2.0,-0.6,-4.3
COc1cc(CN2C[C@@H](CO)O[C@@H](n3cnc4c(NCCCO)ncnc43)C2)cc(OC)c1OC,-4.3,-3.6,-1.1,0.4,-4.2,5.8,2.8,4.2,-1.2,1.8
COc1cc([N+](=O)[O-])ccc1NC(=O)CCCOc1ccc(C)cc1,3.5,-1.0,3.6,-0.1,1.9,-3.6,12.3,2.3,-1.6,6.0
COc1ccc(-c2nc(CS(=O)(=O)CC(=O)NCCCc3ccccc3)c(C)o2)cc1,-0.1,-6.2,5.8,0.0,4.5,1.3,-7.2,-1.5,1.7,-1.6
COc1ccc(/C=N/NC(=O)Cn2c(Cc3ccc(OC)c(OC)c3)nc3ccccc32)cc1OC,0.6,2.1,-13.0,0.7,4.4,5.8,-12.2,-2.4,-0.9,-3.4

# An excerpt from above in order of the MBD2 inh value, ascending.
molecule | MBD2 inh
COc1cc(CN2C[C@@H](CO)O[C@@H](n3cnc4c(NCCCO)ncnc43)C2)cc(OC)c1OC | -4.2
CC(CCc1ccc(O)cc1)NCc1ccc(Cl)cc1Cl (configuration not stated) | 1.4
C[C@@H]1CNC(=O)c2c(C(=O)N[C@H](C)c3ccccc3)ncn21 | 6.2

# New compounds follow.
SMILES,DDE Tn6 FP inh,SIAE inh,Tn7 DDE FP,proKLK7 act,MBD2 inh,TCR CD3 inh,TDP2 inh,LEDGF integ inh,UHRF1 binding,PRMT1 FP inh
Cc1ccc(CN2CCN(/N=C/c3ccc(C)s3)CC2)c(C)c1,-2.0,3.2,2.6,0.3,2.8,-7.3,2.0,-1.4,7.3,0.9
Cc1cccc2cc(CN(CC3CCCO3)C(=O)c3cccs3)c(=O)[nH]c12 (configuration not stated),-0.3,4.7,3.8,-0.1,0.7,4.9,4.4,-1.2,0.6,-0.1
CSCCC(C(=O)NC1CCCC1)n1c(C2CC2)nc2ccccc21 (configuration not stated),-0.6,2.7,4.5,0.5,4.1,-0.9,3.4,-1.0,-0.3,2.2
COc1ccc(Cl)cc1CN1CCN(c2nc(C)cc(C)c2C#N)CC1,-5.3,-7.3,-1.8,0.8,0.6,4.7,-3.1,-1.4,-0.6,3.6
Cc1ccc(Nc2nc(NCCO)c3ccccc3n2)cc1C,-1.7,-4.2,-1.4,-0.6,-6.2,-3.4,-14.5,2.9,1.2,-3.9
COc1ccc(CNC(=O)C(c2ccco2)N(C(=O)c2snc(C(N)=O)c2N)c2ccccc2OC)cc1 (configuration not stated),-1.6,3.1,0.9,0.2,-4.1,1.6,-4.5,4.5,-3.9,-4.2
COc1ccccc1C1=NOC(C)(c2nnc(Cc3ccccc3)o2)C1 (configuration not stated),-0.9,4.6,-2.4,-1.4,6.2,2.3,-2.2,-1.4,-0.7,-1.4
COc1ccc(Cn2ccnc2SCC(=O)Nc2nnc(C)s2)cc1,-9.6,-3.1,0.9,-0.6,0.2,8.9,7.6,-0.7,-2.0,-0.3
Cc1ccccc1N1C(=O)C(Oc2ccc(Cl)cc2)C1CNCC1CCCO1 (configuration not stated),-8.3,9.1,7.8,-0.3,1.6,-0.2,-1.2,1.4,0.8,1.1
COc1cc(C(=O)NCCc2cn3ccccc3n2)cc(OC)c1OC,5.2,6.6,-5.4,0.0,-0.8,-1.8,7.3,0.7,-4.1,0.4
COc1cccc(CC(=O)NC2CCSc3ccccc32)c1 (configuration not stated),-2.9,8.1,-0.6,0.4,2.6,-4.3,-14.5,-3.8,0.7,2.5
CC(=O)c1c(COC(=O)c2ccc(Cl)cc2)nc2ccccc2[n+]1[O-],-10.6,-3.8,3.3,-0.5,6.6,-4.8,-9.9,0.4,0.1,4.0
O=C1CCCN1C(=O)CSc1nnnn1-c1cccc(F)c1,1.9,0.0,-7.3,0.3,-0.7,-10.4,-2.0,1.7,3.7,-2.1
COC(=O)c1ccccc1NC(=O)c1ccc(NC(=O)C2CCCO2)cc1 (configuration not stated),-2.6,-5.9,0.4,0.0,0.1,-1.1,0.7,-3.2,1.4,0.4
CCOC(=O)N1CCC(NC(=O)CCc2c(C)nc3c(c(C)nn3-c3ccccc3)c2C)CC1,3.4,5.3,-5.4,-0.8,0.2,2.2,3.0,0.5,-1.9,-2.4
C=CCN1C(=O)C2C(C(=O)NC3CCCC3)C3(C)C=CC2(O3)C1C(=O)NC1CCCC1 (configuration not stated),5.8,4.4,5.3,-0.4,-11.0,-0.5,6.1,1.1,-0.5,-0.6
CN(C(=O)c1ccc(Br)o1)C1(C)CCS(=O)(=O)C1 (configuration not stated),4.7,10.1,4.1,0.3,3.0,10.1,12.3,-0.1,-3.9,0.3
CCc1ncc(CO)n1Cc1cccc2ccccc12,4.3,-5.9,0.6,-0.2,-1.9,-1.3,-1.9,6.5,2.7,4.2
CC(C)(C)n1nc2c(c1NC(=O)c1ccc(C(F)(F)F)cc1)CS(=O)(=O)C2,-3.5,7.5,-1.3,-0.2,-2.1,6.2,-0.8,-0.1,2.0,1.1
CC(C1CC1)N(Cc1ccccc1)C(=O)NC(=O)c1cccc(F)c1 (configuration not stated),-0.3,7.0,-0.8,-0.1,2.8,1.6,-9.5,0.8,0.5,-2.3
CC1Cc2ccccc2N1C(=O)CSc1nc2ccccc2o1 (configuration not stated),0.1,-1.2,2.1,-0.4,1.5,8.4,-5.6,3.1,-0.4,-0.4
COc1ccc(CCNC(=O)NC23CC4CC(CC(C4)C2)C3)cc1OC,9.3,-5.8,6.7,0.2,-2.5,-0.1,7.0,0.1,-1.9,-1.8
CCOC(=O)c1c(C)[nH]c(C)c1C(=O)CSc1nc2ccccc2c(=O)n1-c1ccccc1C,9.2,-8.1,-2.7,0.5,11.3,-1.0,8.3,3.2,20.7*,0.5
Cc1ccc2occ(CN3CCN(c4ccccc4)CC3)c(=O)c2c1,0.9,-4.6,1.4,0.1,-3.6,-8.7,-16.3,3.9,0.2,0.9
COc1ccc(-n2c(Cc3cccn3C)nnc2SCC(=O)N2CCCC2)cc1,-7.5,17.7*,3.5,-0.1,3.6,-11.9,-4.6,-0.3,9.2,0.6
CC12CCC(=O)N1C(C(=O)N1CCN(c3ccccc3)CC1)CS2 (configuration not stated),2.7,-2.5,-2.7,-0.3,1.1,3.6,-6.1,3.7,0.4,-0.6
Cc1ccnc(NC(=S)NC(=O)c2cncc(Br)c2)c1,0.3,3.1,3.0,12.9*,2.5,0.5,6.2,-0.2,0.7,-0.7
CCOC(=O)C1=C(COC(=O)c2cccc(NC(C)=O)c2)NC(=O)NC1C (configuration not stated),11.5,-3.0,-11.4,1.0,-2.5,11.3,6.8,0.1,0.1,-1.4
CCOCCCN1CC(=O)N2[C@@H](Cc3c([nH]c4ccccc34)C2(C)C)C1=O,10.5,3.1,-6.1,0.0,5.7,-8.4,1.8,-0.6,4.5,2.0
c1ccc(OCCCCN2CCOCC2)cc1,-1.3,-1.1,-5.0,0.4,3.8,-2.6,2.9,2.2,-0.5,-6.2
Cc1nc(C)c(C(=O)OCC(=O)NCc2ccccc2Cl)s1,-1.0,6.0,8.9,-0.1,1.6,-6.6,4.3,-1.0,1.6,-0.2
N#CCCN(C(=O)COC(=O)C1CCN(S(=O)(=O)c2ccc3c(c2)OCCO3)CC1)c1ccccc1,-0.6,2.8,-0.3,0.1,0.5,-3.7,2.8,-3.6,-0.1,1.0
CCc1ccc(CN2CCN(S(=O)(=O)Cc3ccccc3)CC2)cc1,-11.7,0.6,2.8,-1.8,1.0,-0.6,9.6,0.2,1.8,1.0
CCN1C(=O)NC(c2cc(Br)ccc2OC)C(C(=O)OC)=C1C (configuration not stated),3.9,-8.6,-0.3,-0.2,0.6,-11.4,-4.0,2.3,0.7,-2.2
COc1ccc(Cn2c(=O)oc3ccccc32)cc1F,0.7,3.8,-1.6,0.1,-0.5,-3.0,-8.4,1.2,2.7,-1.6
CN(Cc1ccc(Cl)cc1Cl)C(=O)c1cc(=O)c2ccccc2o1,-5.6,-0.8,-1.0,-0.8,-2.1,-1.8,-5.1,-2.2,1.2,4.6
O=C(Cc1cccc2ccccc12)NCCc1ccccc1,-5.6,12.1,-3.2,-0.2,-1.0,0.3,2.1,-0.1,-0.3,-6.2
O=C(Nc1ccc(-c2nc3ccccc3o2)cc1)c1ccc(N2CCOCC2)c([N+](=O)[O-])c1,-4.4,-4.3,-3.0,0.4,1.2,8.3,5.0,-0.1,-0.3,-1.9

# Screens as filed in PubChem BioAssay.
